Screens: PubChem, several laboratories
TRPC4 potent: allosteric potentiators of mouse TRPC4 channel; HEK293 TRPC4beta/mu-opioid, DAMGO EC20, Fluo-4 Ca2+ flux; stronger effect = higher value; B-score at 10 µM; 0.42% of 310,000 active;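 active = B-score of calcium response area above 5 SD of library B-scores, with initial fluorescence ratio within 5 SD of library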;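 note: B-score of integrated fluorescence ratio over time as area under calcium response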
MrgX1 antag: blocks BAM8-22 activation of human MrgX1 receptor | B-score at 10 µM | AID 588676 | Q96LB2 | MRGX1-HEK293 calcium flux, Fluo-4, BAM8-22 antagonism; stronger effect = lower value | 1.3% of 310,000 active;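 active = calcium-response B-score plate-corrected more than 3 library SD below zero, starting fluorescence within 5 deviations, no agonist response on first addition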;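 note: peak minus trough fluorescence over baseline after final BAM8-22 challenge near maximal dose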
aSyn 5UTR inh: MLPCN primary screen, SNCA 5' untranslated region. alpha-synuclein 5'UTR reporter, inhibitor activity. inhibition, % (tested at 7.5 µM). 0.82% of 300,000 active. AID 1813; in the data active = inhibition above about 60%; inconclusive = no clear call, values can overlap the other calls;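 note: H4 neuroglioblastoma cells stably carrying SNCA 5'UTR luciferase fusion; 0% = DMSO wells and 100% = positive control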
TRPC6 inhibitor: mouse TRPC6 channel inhibition; Q61143; HEK293-TRPC6, membrane potential dye, ACh-evoked depolarization; stronger effect = lower value; B-score at 10 µM; 1.1% of 310,000 active;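 active = B-score under library mean minus 3 SD, initial fluorescence not abnormally high, positive integrated signal ratio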;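 note: B-score derived from integrated fluorescence ratio over the kinetic read; more negative B-score means stronger inhibition of depolarization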
Target sequence (Q61143 whole entry, looked up): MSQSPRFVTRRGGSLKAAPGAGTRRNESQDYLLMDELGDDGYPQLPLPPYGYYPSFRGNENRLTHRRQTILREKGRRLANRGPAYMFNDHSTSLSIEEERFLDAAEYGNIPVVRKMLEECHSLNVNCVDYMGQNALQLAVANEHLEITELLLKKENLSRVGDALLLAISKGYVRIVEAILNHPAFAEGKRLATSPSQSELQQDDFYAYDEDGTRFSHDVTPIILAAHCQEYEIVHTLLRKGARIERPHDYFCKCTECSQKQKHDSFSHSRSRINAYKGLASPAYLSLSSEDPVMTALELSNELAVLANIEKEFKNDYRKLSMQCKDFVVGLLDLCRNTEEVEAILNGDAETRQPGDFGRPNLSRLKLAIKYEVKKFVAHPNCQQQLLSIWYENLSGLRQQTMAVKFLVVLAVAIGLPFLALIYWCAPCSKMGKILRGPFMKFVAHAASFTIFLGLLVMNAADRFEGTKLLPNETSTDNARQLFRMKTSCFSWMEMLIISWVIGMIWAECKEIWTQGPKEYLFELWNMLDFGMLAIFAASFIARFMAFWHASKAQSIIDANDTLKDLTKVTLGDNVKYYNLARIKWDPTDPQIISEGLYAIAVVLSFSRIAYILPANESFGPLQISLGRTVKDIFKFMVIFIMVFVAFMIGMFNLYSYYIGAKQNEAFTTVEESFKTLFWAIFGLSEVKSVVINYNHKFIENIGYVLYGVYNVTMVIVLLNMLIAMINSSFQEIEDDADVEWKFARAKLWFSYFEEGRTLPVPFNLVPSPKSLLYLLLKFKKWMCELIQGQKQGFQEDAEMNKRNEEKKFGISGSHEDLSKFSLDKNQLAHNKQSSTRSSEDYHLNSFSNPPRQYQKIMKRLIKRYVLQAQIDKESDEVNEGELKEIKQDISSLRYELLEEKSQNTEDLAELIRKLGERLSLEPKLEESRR
KLF5 inhibitor: inhibitors of KLF5 expression | DLD-1 KLF5 promoter-luciferase reporter, luminescence | inhibition, % at 5 µM | 0.23% of 290,000 active;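 active = inhibition above a per-plate limit of that plate's mean compound inhibition plus 3 SD, cut at about 60% in these data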;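 note: 0% = DMSO wells and 100% = LY294002 at 200 µM; higher means less KLF5 promoter-driven luciferase light; inactives centre near -14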
TRPC4 inh: blocks the mouse TRPC4 cation channel | HEK293 TRPC4beta/mu-opioid, DAMGO-evoked Fluo4 calcium flux; stronger effect = lower value | B-score at 10 µM | 0.39% of 300,000 active;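 active = B-score over 3 SD under the library average, no early fluorescence shift, positive overall ratio signal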
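Assay system – HEK293 line stably carrying TRPC4beta and mu-opioid receptor · Doses – single dose · Detection – Fluo4 calcium-dye fluorescence, kinetic read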
TRPC4 act: TRPC4 (mouse) channel activation; HEK293 TRPC4beta/mu-opioid, Fluo4 calcium fluorescence; stronger effect = higher value; B-score at 10 µM; Q9QUQ5; AID 2237; 0.49% of 310,000 active;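 active = B-score above 5 SD of library B-scores, and initial fluorescence ratio not above library mean plus 5 SD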;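 note: positive B-score marks a calcium rise read as TRPC4 activation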
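Test system: HEK293 cells stably co-expressing mouse TRPC4beta and mu-opioid receptor | Schedule: Fluo4 dye loading 45 min at room temperature, 110 s recording | Measured by: Kinetic Fluo4 calcium fluorescence, 5 s baseline at 1 Hz | Evaluation: B score of integrated ratio | Controls: Buffer (low) and maximal DAMGO (high)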
SKKanGAS inh: inhibitors of SKKanGAS S. pyogenes growth in kanamycin (SK-promoter or general growth effect) | BacTiter-Glo, 6 h | inhibition, % at 7.5 µM | 1.3% of 300,000 active | AID 1662;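 active = mean replicate score, as percent of positive control median, at least 50; inconclusive = mean below 50 but one replicate at or above 50; inactive = mean and every replicate below 50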;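 note: strain carries kanamycin resistance gene driven by streptokinase promoter and grows in 40 µg/ml kanamycin; loss of luminescence reflects streptokinase promoter inhibition or plain growth inhibition; 0% = median of DMSO wells and 100% = positive control at its reference dose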
HIF act: HIF pathway transcriptional activation. U2OS HRE-luciferase reporter, luminescence; normalized: DMSO 0%, desferrioxamine 100%. activation, % at 7.5 µM (by protocol). 0.32% of 300,000 active. AID 1910;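 active = mean activation of at least 10% of the iron chelator positive control signal, with at least half of replicates also reaching 10%; inconclusive = mean and replicate majority disagree about reaching 10%; inactive = mean and most replicates under 10%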
TRPC6 act: activates the mouse TRPC6 cation channel. HEK293-TRPC6 membrane potential dye fluorescence; stronger effect = higher value. B-score at 10 µM. 0.13% of 310,000 active. AID 2550;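 active = B-score of the integrated fluorescence ratio above library mean plus 3 SD, and starting fluorescence ratio within library mean plus 5 SD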;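 note: higher score means more depolarization so channel activation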
IEC-6 tox: IEC-6 cytotoxicity, counter-screen for KLF5 inhibitors | luminescence viability | inhibition, % at 5 µM | 0.78% of 290,000 active; in the data active = inhibition above about 22%;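 note: 0% = plate median of test compound wells and 100% = cytotoxic reference compound wells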
The depositor's hits bear a star; i = inactive; ? = inconclusive; nt = not tested or not shown. The order is random; about 5.8% have a hit in one of these screens.

SMILES	TRPC4 potent	MrgX1 antag	aSyn 5UTR inh	TRPC6 inhibitor	KLF5 inhibitor	TRPC4 inh	TRPC4 act	SKKanGAS inh	HIF act	TRPC6 act	IEC-6 tox
Cc1c(Cl)c(C(F)(F)F)nn1CC(=O)NCc1ccccc1	i	i	-17	i	13	i	i	23	0.3	i	0
COc1nc(-c2ccccc2)ccc1-c1noc(-c2cccnc2)n1	i	i	-28	i	-8	i	i	-6	0.5	i	4
COc1ccc2oc(=O)c(C(=O)NCc3ccc4c(c3)OCO4)cc2c1	i	-6.1*	10	i	-15	i	i	-7	0.1	i	-3
Cn1c(NCc2ccco2)nc2c1c(=O)n(Cc1ccc(Cl)cc1)c(=O)n2C	i	i	55	i	-16	i	i	18	-0.6	i	8
O=C(COC(=O)/C=C/c1ccccc1)NCc1ccccc1Cl	i	i	-3	i	-15	i	i	-1	0.0	i	-3
COc1ccc(Cn2c(-c3ccc(C)cc3)nc3c(c(=O)c4ccccc4n3C)c2=O)cc1	i	i	35	i	-11	i	i	34	-0.8	i	-3
Cc1nc(S/C(=C/c2ccc(-c3ccc(C(=O)O)cc3)o2)C(=O)O)n[nH]1	i	i	-7	i	-12	i	i	-1	0.0	i	-12
Cc1cccc(NC(=S)NCC(c2cccnc2)N(C)C)c1 (stereo not drawn)	i	i	13	i	-13	i	103*	-5	0.0	i	2
Cc1ccc(S(=O)(=O)CCC(=O)Nc2nc(-c3ccncc3)cs2)cc1	i	i	-29	i	7	i	i	0	nt	i	-2
CCOc1ccnc2c1c(=O)n(Cc1cc(OC)cc(OC)c1)c(=O)n2C	i	i	17	i	0	i	i	11	-0.3	i	-1
O=C(Cc1c[nH]c2ccccc12)N[C@@H](Cc1c[nH]c2ccccc12)C(=O)O	i	i	3	i	0	i	i	0	0.0	i	0
CCOC(=O)c1ccc(-n2c(CCC(=O)O)ccc2-c2cccs2)cc1	i	i	-33	i	-19	i	i	13	0.5	i	-6
CCOc1ccc(NC(=O)CSc2nnc(Cc3ccccc3)c(=O)n2N)cc1	i	i	-1	i	nt	i	i	55*	-0.2	i	nt
Cc1cccnc1CN1CCN(C(=O)c2cc(COc3ccc4ncccc4c3)on2)CC1	i	i	3	i	-18	i	i	-8	-0.8	i	18
CCc1ccc(S(=O)(=O)Nc2nccs2)cc1	i	i	10	i	-13	i	i	-1	-1.0	i	0
COc1ccc(Cl)cc1S(=O)(=O)n1ccnc1	i	i	6	i	-23	i	i	0	0.5	i	-2
O=C(NCCCn1ccnc1)/C(=C/c1ccccc1)NC(=O)c1ccccc1	i	i	9	i	-13	i	i	-1	0.0	i	-1
CCn1nnc(NC(=O)COc2ccc([N+](=O)[O-])cc2)n1	i	i	-3	i	-26	i	i	-4	-0.2	i	2
CCN(CC)S(=O)(=O)c1cccc(NC(=O)c2ccc(-n3nc(C)cc3C)cc2)c1	i	i	6	i	-16	i	i	-3	-0.5	i	3
Fc1ccc(-c2csc3ncnc(N4CCN(c5ccccc5)CC4)c23)cc1	i	i	16	i	7	i	i	5	-16	i	2
CCCCC(CC)CNC(=O)C(=O)C1C(=O)Nc2ccccc21 (stereo not drawn)	i	i	-7	i	-2	i	i	?	0.1	i	-2
O=C(c1cnccn1)N(Cc1ccco1)C1(C(=O)NC2CCCC2)CCCCC1	i	i	5	i	-17	i	i	1	-0.4	i	-1
COc1ccc(N2CCN(C(=O)Cc3ccc(-n4c(=O)[nH]c5ccccc5c4=O)cc3)CC2)cc1	i	i	21	i	-19	i	i	-4	-0.2	i	0
O=C(N/N=C/c1c(O)n(-c2ccccc2Cl)c(=O)c2ccccc12)C1COc2ccccc2O1 (stereo not drawn)	i	i	5	i	-4	i	i	79*	-0.3	i	4
CCOc1c(CNc2nnnn2C)cccc1OC	i	i	-4	i	-3	i	i	1	-0.1	i	-3

Reprinted from the part before: 2 compounds, then new ones.
SMILES	TRPC4 potent	MrgX1 antag	aSyn 5UTR inh	TRPC6 inhibitor	KLF5 inhibitor	TRPC4 inh	TRPC4 act	SKKanGAS inh	HIF act	TRPC6 act	IEC-6 tox
O=C(N/N=C/c1c(O)n(-c2ccccc2Cl)c(=O)c2ccccc12)C1COc2ccccc2O1 (stereo not drawn)	i	i	5	i	-4	i	i	79*	-0.3	i	4
CCOc1c(CNc2nnnn2C)cccc1OC	i	i	-4	i	-3	i	i	1	-0.1	i	-3
CN(C)c1ccc(C(CNS(=O)(=O)c2ccc3ccccc3c2)N2CCOCC2)cc1 (stereo not drawn)	i	i	-4	i	nt	i	i	-6	1.8	i	nt
CN1CCC(OC(=O)c2cccc(Br)c2)CC1	i	i	9	i	-44	i	i	0	-0.2	i	-1
CCOc1cccc2cc(C(=O)NCc3ccccc3Cl)c(=O)oc12	i	i	-39	i	-44	i	i	0	-17	i	-5
CS(=O)(=O)Nc1nc2n(n1)C(c1ccccc1)CC(c1ccccc1)N2 (stereo not drawn)	i	i	2	i	15	-6*	i	-12	-0.5	i	0
CC(C)CC(NC(N)=O)C(=O)NCCc1ccc(Cl)cc1 (stereo not drawn)	i	i	-31	i	-31	i	i	14	-0.3	i	4
CCN(Cc1ccccc1)C(c1cc2cc(C)cc(C)c2[nH]c1=O)c1nnnn1CCOC (stereo not drawn)	i	i	27	i	-35	i	i	4	-0.5	i	0
C=CCn1c(SCc2ccc(Cl)c(Cl)c2)nnc1C(CO)NC(=O)c1ccc(OC)cc1 (stereo not drawn)	i	i	22	i	-5	i	i	6	-0.3	i	-6
CCOC(=O)c1[nH]c(C)c(C(=O)Nc2ccc3c(c2)CCC3)c1C	i	i	-36	i	-19	i	i	-3	0.2	i	5
Cc1ccc(SCCC(=O)N/N=C/c2ccncc2)cc1	i	i	-14	i	1	i	i	4	-0.1	i	1
Cc1ccc2c(Cl)cc(Cl)c(OCC(=O)Nc3ccc(C)c(S(=O)(=O)N(C)C)c3)c2n1	i	i	26	i	-13	i	i	8	0.0	i	-6
Cc1ccc(NC(=O)C2CCCN(S(=O)(=O)c3cnc[nH]3)C2)c(Br)c1 (stereo not drawn)	i	i	13	i	-23	i	i	-2	nt	i	3
CCCCNC(=O)Nc1cc(C(=O)OC)ccc1Cl	i	i	-8	i	-25	i	i	-1	-1.3	i	3
C=C(C)COc1ccc(-c2ncncc2-c2ccccc2)c(O)c1	i	i	8	i	-24	i	i	3	-0.3	i	-4
CN(C)c1nc(N(C)C)nc(N2CC(=O)N(c3ccccc3)C2=N)n1	i	i	17	i	-8	i	i	2	2.1	i	-1
Cc1cc(NC(=O)COC(=O)CNC(=O)c2cccs2)c([N+](=O)[O-])cc1C	i	i	-6	i	nt	i	i	-7	-0.3	i	nt
Cc1ccc(C2OC3=C(C(=O)CC(C)(C)C3)C(N)=C2C#N)o1 (stereo not drawn)	i	i	7	i	10	i	i	6	-0.8	i	6
CCC(C)c1ccccc1N=Cc1ccc2c(c1)OCO2 (stereo not drawn)	i	i	-16	i	-10	i	i	8	-0.4	i	12
COc1ccc(C)cc1S(=O)(=O)N1CCN(c2cccc(C(F)(F)F)c2)CC1	i	i	-18	i	-36	i	i	9	-0.8	i	-2
O=C(OCC#CCSc1nnc(-c2ccccc2)o1)c1cc2ccccc2o1	i	i	-23	i	-8	i	i	1	0.4	i	-7
COc1cccc(CC(=O)OCC(=O)NCC(=O)Nc2cccc(C)c2C)c1	i	i	-19	i	nt	i	i	-6	0.3	i	nt
COc1ccc(-c2cc(C(=O)Nc3c(C)n(C)n(-c4ccccc4)c3=O)c3ccccc3n2)cc1	i	i	7	i	-13	i	i	5	0.4	i	0
CCOC(=O)C1=NN(c2ccccc2)C(c2ccccc2)CC1=O (stereo not drawn)	i	i	-30	i	5	i	i	-1	-0.3	i	-1
O=C(NC1=NCCS1)c1ccccc1OCc1ccc(F)cc1	i	i	-5	i	-3	i	i	-3	-0.3	i	-2
CCOc1ccc(N(C(C)=O)C2C=CS(=O)(=O)C2)cc1 (stereo not drawn)	i	i	-14	i	5	i	i	-4	nt	i	-3
CCOc1ccc(NS(=O)(=O)c2ccc(OCC(=O)N3CCCC3)cc2)cc1	i	i	-8	i	-32	i	i	-11	-0.3	i	2

(further entries)
SMILES	TRPC4 potent	MrgX1 antag	aSyn 5UTR inh	TRPC6 inhibitor	KLF5 inhibitor	TRPC4 inh	TRPC4 act	SKKanGAS inh	HIF act	TRPC6 act	IEC-6 tox
C/C(=N\NC(=O)c1ccc2ccccc2c1)c1cccnc1	i	i	-69	i	-29	i	i	1	0.4	i	0
CC(C)=CCN1CCN(Cc2cnc(N3CCCC3)s2)CC1CCO (stereo not drawn)	i	i	3	i	-13	i	i	0	-1.2	i	1
O=C(N/N=C/c1ccccc1)C(=O)N/N=C/c1ccccc1	i	i	-3	i	-38	i	i	-1	0.6	i	-4
COc1ccc(NC(=O)/C(=C\c2ccccc2)NC(=O)c2ccco2)cc1	i	i	-37	i	-22	i	i	-3	2.8	i	0
CCOc1ccc(C2c3c(oc4cc(C)c(C)cc4c3=O)C(=O)N2CCCN2CCOCC2)cc1 (stereo not drawn)	i	i	-12	i	4	i	i	0	0.7	i	0
CCOC(=O)N/N=C/c1cc(C)n(-c2ccccc2)c1C	i	i	-75	i	-29	i	i	-2	0.3	i	8
CC1CN(Cc2nc3c(c(=O)n(C)c(=O)n3C)n2Cc2ccccc2)CC(C)O1 (stereo not drawn)	i	i	-11	i	-20	i	i	-5	-0.4	i	-2
COc1ccc(NC(=O)CSc2nnc(CNC(=O)c3ccco3)o2)cc1	i	i	4	i	17	i	i	-1	-0.1	i	1
CN(C)c1ccc(/C=C2/NC(=O)NC2=O)cc1	i	i	-34	i	-39	i	i	-1	0.2	i	7
O=S(=O)(NCc1cn2ccccc2n1)c1cc(F)ccc1F	i	i	-4	i	1	i	i	-4	-0.3	i	3
O=[N+]([O-])c1ccc(/C=N/N2CCN(c3ccncc3S(=O)(=O)N3CCCCC3)CC2)cc1	i	i	30	i	-7	i	i	17	-0.3	i	-10

Only TRPC4 inh, MrgX1 antag and HIF act (5 entries from above):
molecule | TRPC4 inh | MrgX1 antag | HIF act
Cc1cccc(NC(=S)NCC(c2cccnc2)N(C)C)c1 (stereo not drawn) | i | i | 0.0
COc1ccc(-c2cc(C(=O)Nc3c(C)n(C)n(-c4ccccc4)c3=O)c3ccccc3n2)cc1 | i | i | 0.4
Cc1ccc(NC(=O)C2CCCN(S(=O)(=O)c3cnc[nH]3)C2)c(Br)c1 (stereo not drawn) | i | i | nt
C/C(=N\NC(=O)c1ccc2ccccc2c1)c1cccnc1 | i | i | 0.4
CCN(CC)S(=O)(=O)c1cccc(NC(=O)c2ccc(-n3nc(C)cc3C)cc2)c1 | i | i | -0.5
